Source: PubChem BioAssay
TAG inh: reduces triacylglycerol accumulation in H9c2 cells | Nile Red lipid (TAG) fluorescence; cells loaded with 200 µM oleic acid | inhibition, % at 12.5 µM | 230,000 compounds, 0.66% hits;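 active means pattern-corrected inhibition of lipid staining of at least 50% with the nuclear-stain viability signal not falling by more than 50%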;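 further: 0% = DMSO wells and 100% = triacsin C control wells; some results filed as inactive read as strong as hits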
TAG inh DAPI viability: further read-out of TAG inh, marked with its call; DAPI nuclei signal change (viability), lower = more cytotoxic, %;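 whole-well DAPI fluorescence read on a plate reader as a viability signal; minus 50 percent equals half of cells still viable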
The depositor's hits bear a star.

cpd	smiles	TAG inh	TAG inh DAPI viability
1	CC(C)c1onc(C(=O)Nc2cccnc2Cl)c1[N+](=O)[O-]	5.8	-8.4
2	Cc1ccc(C)c(OCC(=O)Nc2cc(C)on2)c1	-1.0	-1.3
3	Cc1nn(CCC#N)c(C)c1Oc1ccccc1O	-3.6	5.1
4	Cc1ccc([C@H]2C[C@H](O)[C@@H](n3cc(-c4ccc(F)cc4)nn3)CN2C(=O)C2CCCCC2)cc1	13.3	-1.0
5	O=S(=O)(NCC1CCCN(Cc2ccccc2O)C1)c1cccc2cccnc12 (stereo not given)	13.9	2.5
6	O=C(NCCO)c1cccc(-c2cccc3nccn23)c1	-6.4	4.7
7	COc1cccc(Nc2c(F)c(F)c(F)c(F)c2C(=O)O)c1	-8.0	3.3
8	CCOC(=O)c1cnc(SC)nc1Sc1cc(Cl)ccc1Cl	-24.6	9.2
9	CC(C)C(=O)Nc1cccc(COc2cccc(CN(Cc3ccccc3)C(=O)OC(C)(C)C)c2)c1	-11.4	8.1
10	O=C(CNC(=O)c1ccco1)NNC(=O)c1cccc(Cl)c1	-4.2	5.5
11	O=C(/C=C/c1ccc([N+](=O)[O-])cc1)NC1CC2CCC1C2 (stereo not given)	8.7	-12.5
12	COc1ccc(/C=C2\SC(=S)N(CCCC(=O)Nc3ccc(O)cc3)C2=O)cc1	-1.7	5.8
13	Cc1ccc(S(=O)(=O)N2CCOCC2)cc1C(=O)NCCCn1ccnc1	-22.6	12.7
14	CCc1ccccc1NC(=O)CNC(=O)c1cc(C2CC2)nc2c1cnn2C(C)C	-4.9	5.8
15	O=c1sc(N2CCN(c3ccccc3F)CC2)nc2ccsc12	2.7	-3.9
16	CCn1c(=N)n(CC(=O)c2ccc(Br)s2)c2ccccc21	6.0	6.7
17	O=C(NCc1ccc(Cl)c(Cl)c1)c1cc(C2CCCCN2C(=O)c2cccs2)on1 (stereo not given)	-27.1	12.7
18	Cc1cc(/C=C2\NC(=O)NC2=O)c(C)n1-c1cccnc1	6.4	-5.1
19	O=C(NCC(c1cccs1)N1CCOCC1)c1cn(-c2ccccc2)nc1-c1ccccc1 (stereo not given)	19.8	-3.1
20	O=C(CSCc1ccccc1)NNC(=S)Nc1cccc(Cl)c1Cl	6.8	-0.1
21	COC(=O)c1c(C)[nH]c(C(=O)C(C)OC(=O)C2CC2C)c1C (stereo not given)	-72.1	-1.0
22	Cc1occc1C(=O)N1CCN(c2ccc(Cl)cc2)CC1	-10.7	6.0
23	C/C=C(\C)C(=O)Nc1cccc(C2=NOC3(C2)C[C@H](C(N)=O)N(C(=O)CC#N)C3)c1 (stereo not given in full)	3.8	-9.1
24	COc1ccc(-c2ccnc3nc(N4CCOCC4)nn23)cc1	13.1	26.2
25	CCc1nnc(NC(=O)c2cccc(S(=O)(=O)N3CCc4ccccc43)c2)s1	-22.6	-1.4
26	Cc1cc(C)c2c(=O)[nH]n(C3CCOC(C)(C)C3)c2n1 (stereo not given)	1.3	3.1
27	Cc1cc(N2CCCCC2)n2ncc(-c3ccc(Cl)cc3)c2n1	31.4	54.5
28	CC(=O)Nc1ccc(C(=O)COC(=O)CCN2C(=O)C3CC=CCC3C2=O)cc1 (stereo not given)	-6.2	6.1
29	C=CC[C@H](CC(=O)N(CCO)Cc1ccccc1)C(=O)N[C@H](COC(=O)[C@@H](CC=C)Cc1ccc(F)cc1)Cc1c[nH]c2ccccc12	25.5	1.6
30	Cc1ccc(N(C(=O)c2ccccn2)C2(C(=O)NC3CCCC3)CCCCC2)cc1	-5.5	2.3
31	CCOc1c2ccc(C(=O)NCc3ccco3)cc2nn1CC	16.3	7.7
32	CCc1c(C)sc(NC(=O)c2cc(C3CC3)on2)c1C#N	0.2	3.1
33	COc1cc2c(cc1OC)CN(Cc1cc(=O)n3cc(C)ccc3n1)CC2	1.1	11.0
34	O=C(OC1CCN(c2ncc(C(F)(F)F)cc2Cl)CC1)c1cccc(C(F)(F)F)c1	-9.4	-1.8
35	Fc1ccccc1NC(=S)N1CCN(c2ccccn2)CC1	-6.4	0.9
36	Cc1ccccc1Nc1nc(CSc2nnnn2-c2ccccc2)cs1	16.0	-8.2
37	CCn1c(C)c(C2=CCN(S(=O)(=O)c3ccc(C)cc3)CC2)c2ccccc21	-13.4	15.3
38	CC(=O)c1ccc(Oc2ncnc3sccc23)c(CN2CCOCC2)c1	-4.5	1.5
39	CCN(CC)Cc1c(C)[nH]c2ccc(NC(C)=O)cc2c1=O	-0.5	8.3
40	O=C(C1CC1)N(CCN(Cc1ccccc1)C(=O)C1CC1)Cc1ccccc1	-1.5	3.5
41	C[C@H](CO)N1C[C@H](C)[C@@H](CN(C)S(C)(=O)=O)Oc2ccc(NC(=O)C3CCCCC3)cc2C1=O	10.4	-19.2
42	Cc1cc(NCc2ccccc2)nc(N2CCOCC2)n1	-47.1	-11.0
43	COc1ccc(C(=O)NCC(c2ccco2)N2CCOCC2)cc1OC (stereo not given)	19.6	-15.3
44	O=C(COC(=O)CNC(=O)C1CCCCC1)Nc1cc(C(F)(F)F)ccc1Cl	6.6	-3.6
45	N=C(c1cccc([N+](=O)[O-])c1)N1CCCCC1	7.0	-11.1
46	Cc1nn(-c2ccccc2)c(=S)n1-c1ccccc1	-4.4	5.4
47	CS(=O)(=O)Nc1ccc(C(=O)NCCSCc2c(F)cccc2Cl)cc1	10.6	-12.9
48	COCCn1c(=NC(=O)CCS(=O)(=O)c2ccccc2)sc2c(OC)ccc(OC)c21	20.9	0.6
49	CN(CC(=O)Nc1ccc(F)cc1)C(=O)Cn1cnc2ccc(Cl)cc2c1=O	4.1	-14.8
50	COc1cccc(CNc2cc(CSc3ccc(Cl)cc3)nc(C)n2)c1	6.8	-11.0
51	O=C(CCl)N=c1sccn1Cc1ccc(Cl)cc1Cl	59.5*	-21.4*
52	CCC1Oc2ccc(C)cc2N(CC(=O)NCC2COc3ccccc3O2)C1=O (stereo not given)	0.8	-5.3
53	COc1ccc2oc(=O)cc(C)c2c1	2.0	4.8
54	Cc1nc2ccc(C(=O)O)cc2[nH]1	-10.7	7.3
55	NNC(=O)CCc1c[nH]c2ccccc12	-19.7	-8.8
56	Cc1cc(Br)cc(C)c1NC(=S)NC(=O)CC(C)C	-50.4	-0.1
57	Cc1ccc(S(=O)(=O)N(C)CC(=O)N2CCN(c3ccccn3)CC2)cc1	-11.8	4.8
58	Cc1ccccc1NC(=O)CCC(=O)N/N=C/c1c[nH]c2ccccc12	2.1	12.9
59	Cc1ccc(C(=O)N/C(=C/c2ccco2)C(=O)NC2CCS(=O)(=O)C2)cc1 (stereo not given)	0.2	3.5
60	CC1(c2ccc([N+](=O)[O-])cc2)NC(=O)N(CC(=O)Nc2cccnc2Cl)C1=O (stereo not given)	12.4	6.7

Compounds 39 to 60 from above:
cpd	smiles	TAG inh	TAG inh DAPI viability
39	CCN(CC)Cc1c(C)[nH]c2ccc(NC(C)=O)cc2c1=O	-0.5	8.3
40	O=C(C1CC1)N(CCN(Cc1ccccc1)C(=O)C1CC1)Cc1ccccc1	-1.5	3.5
41	C[C@H](CO)N1C[C@H](C)[C@@H](CN(C)S(C)(=O)=O)Oc2ccc(NC(=O)C3CCCCC3)cc2C1=O	10.4	-19.2
42	Cc1cc(NCc2ccccc2)nc(N2CCOCC2)n1	-47.1	-11.0
43	COc1ccc(C(=O)NCC(c2ccco2)N2CCOCC2)cc1OC (stereo not given)	19.6	-15.3
44	O=C(COC(=O)CNC(=O)C1CCCCC1)Nc1cc(C(F)(F)F)ccc1Cl	6.6	-3.6
45	N=C(c1cccc([N+](=O)[O-])c1)N1CCCCC1	7.0	-11.1
46	Cc1nn(-c2ccccc2)c(=S)n1-c1ccccc1	-4.4	5.4
47	CS(=O)(=O)Nc1ccc(C(=O)NCCSCc2c(F)cccc2Cl)cc1	10.6	-12.9
48	COCCn1c(=NC(=O)CCS(=O)(=O)c2ccccc2)sc2c(OC)ccc(OC)c21	20.9	0.6
49	CN(CC(=O)Nc1ccc(F)cc1)C(=O)Cn1cnc2ccc(Cl)cc2c1=O	4.1	-14.8
50	COc1cccc(CNc2cc(CSc3ccc(Cl)cc3)nc(C)n2)c1	6.8	-11.0
51	O=C(CCl)N=c1sccn1Cc1ccc(Cl)cc1Cl	59.5*	-21.4*
52	CCC1Oc2ccc(C)cc2N(CC(=O)NCC2COc3ccccc3O2)C1=O (stereo not given)	0.8	-5.3
53	COc1ccc2oc(=O)cc(C)c2c1	2.0	4.8
54	Cc1nc2ccc(C(=O)O)cc2[nH]1	-10.7	7.3
55	NNC(=O)CCc1c[nH]c2ccccc12	-19.7	-8.8
56	Cc1cc(Br)cc(C)c1NC(=S)NC(=O)CC(C)C	-50.4	-0.1
57	Cc1ccc(S(=O)(=O)N(C)CC(=O)N2CCN(c3ccccn3)CC2)cc1	-11.8	4.8
58	Cc1ccccc1NC(=O)CCC(=O)N/N=C/c1c[nH]c2ccccc12	2.1	12.9
59	Cc1ccc(C(=O)N/C(=C/c2ccco2)C(=O)NC2CCS(=O)(=O)C2)cc1 (stereo not given)	0.2	3.5
60	CC1(c2ccc([N+](=O)[O-])cc2)NC(=O)N(CC(=O)Nc2cccnc2Cl)C1=O (stereo not given)	12.4	6.7

The results go on.
cpd	smiles	TAG inh	TAG inh DAPI viability
61	COc1cccc(NC(=O)C(C)SCc2ccccc2)c1 (stereo not given)	-6.2	-5.6
62	Cc1ccc(-c2nn(CCC(=O)Nc3cccnc3)c(=O)c3ccccc23)cc1	1.0	-0.3
63	CCOC(=O)C/C(C)=N/NC(=O)Nc1ccccc1	-2.2	-5.6
64	Cc1ccc(/C=C2\SC(=O)N(CCNC(=O)C3CSC4(C)CCC(=O)N34)C2=O)cc1 (stereo not given)	-19.1	3.7
65	O=C(c1nc2ccccn2c1CNCCOc1cccnc1)N1CCOCC1	-3.0	16.2
66	CC(=O)c1ccc(NC(=O)C(NC(=O)c2ccccc2)=C(C)C)cc1	7.8	-1.7
67	O=C(Nc1ccnc(-c2ccncc2)n1)C1CC1	-11.3	11.4
68	O=C(NCc1cccnc1)c1ccc(NS(=O)(=O)c2ccccc2)cc1	8.9	1.9
69	Cc1ccn2c(=O)c(NC(=O)c3ccc4c(c3)OCO4)c(C)nc2c1	-3.2	-6.1
70	Cc1cc(Cl)ccc1NC(=O)NC1CCN(S(=O)(=O)c2ccc(F)cc2)CC1	-11.2	13.6
71	O=C(COC(=O)CC(c1ccccc1)c1ccccc1)NCc1ccccc1	-16.6	3.4
72	CCN(C(=O)CSc1nc2ccccc2c(=O)n1C(C)COC)C1CCS(=O)(=O)C1 (stereo not given)	-13.8	-2.1
73	Cc1nc(C(F)(F)F)ccc1C(=O)Nc1ccc(C(F)(F)F)cn1	-5.5	10.3
74	Cc1cccc(/N=C/c2c(O)n(Cc3ccc4c(c3)OCO4)c(=O)c3ccccc23)n1	12.4	5.3
75	Cc1cccc(C)c1N1C(=O)[C@@H]2C(c3ccccc3Cl)=NO[C@@H]2C1=O	-3.5	9.5
76	O=C(Nc1c2c(nn1-c1ccccc1)CS(=O)(=O)C2)C1CC1	9.3	-3.4
77	CCN(C(=O)CSc1nnc(NCCOC)s1)c1c(N)n(Cc2ccccc2)c(=O)[nH]c1=O	-0.5	-6.5
78	OC1(C#Cc2c(-c3ccsc3)oc3ccc(N4CCOCC4)cc23)CCCCC1	1.9	131.9
79	C[C@H](CO)N1C[C@H](C)[C@@H](CN(C)C(=O)Nc2ccc3c(c2)OCO3)Oc2c(NC(=O)Nc3ccc4c(c3)OCO4)cccc2C1=O	9.0	-1.9
80	CCSc1nnc(CNc2ccc(F)cc2)n1CC1CCCO1 (stereo not given)	12.4	13.6
81	CCCOC(=O)CN1C(=O)c2ccccc2C1=O	-11.3	-12.6
82	CCOC(=O)C1=C(CSc2nc3c(cc2C#N)CN(C)CC3)OC(N)=C(C#N)C1c1ccc(F)cc1 (stereo not given)	1.4	5.4
83	CC(C)[C@H](NC(=O)c1ccccc1F)C(=O)Nc1ccc2c(c1)OCO2	20.6	-11.7
84	COc1ccc(C(=O)N/C(=C\c2ccccc2)C(=O)NC(CC(C)C)C(=O)O)cc1 (stereo not given)	-14.3	6.9
85	CCCCc1ccc(NC(=O)NCc2ccccn2)cc1	4.1	-14.9
86	O=c1[nH]c(CSc2ccccn2)nc2c1cnn2-c1ccccc1	-5.2	10.8
87	C[C@H]1CN([C@@H](C)CO)C(=O)CCCn2nncc2CO[C@@H]1CN(C)S(=O)(=O)c1ccc(Oc2ccccc2)nc1	0.7	-1.9
88	FC(F)(F)c1cccc(-c2ccc(-c3csnn3)o2)c1	-1.1	-5.6
89	CCOc1ncccc1C(=O)OCC(=O)NCCCc1ccccc1	-14.1	4.3
90	O=C1C=C(c2ccc(Oc3ccccc3)cc2)C[C@@H](c2ccc(F)cc2)C1	-4.1	-1.0
91	CC[C@]12c3[nH]c4cc(-c5ccco5)ccc4c3CCN1C(=O)[C@@H](CC(=O)NCCC1=CCCCC1)C[C@@H]2C(=O)N1CCN(C(=O)c2ccco2)CC1	-6.2	26.6
92	O=C(CCSc1ccc(Cl)cc1)NCc1ccncc1	-5.9	7.7
93	COc1ccc(C(=O)NCc2csc(C)n2)cc1OC1CCN(C(C)=O)CC1	9.0	-7.4
94	O=C(NCCn1cc(SCc2ccc(F)cc2)c2ccccc21)c1c(F)cccc1F	-1.7	-0.2
95	Cc1ccc(C(=O)N/C(=C/c2cccnc2)C(=O)N2CCCCCC2)cc1	13.2	-6.0
96	Cc1ccc2nc(SCC(=O)NCCc3ccccc3)nc(=O)n2c1	-42.5	9.7
97	CN1CC(C(=O)Nc2ccc(F)c(Cl)c2)CC1=O (stereo not given)	4.6	0.4
98	COc1ccc(S(=O)(=O)NCc2ccncc2)cc1NC(=O)c1ccccc1	7.9	-6.9

Single records (already shown). Order of values: TAG inh | TAG inh DAPI viability
Results for C[C@H](CO)N1C[C@H](C)[C@@H](CN(C)S(C)(=O)=O)Oc2ccc(NC(=O)C3CCCCC3)cc2C1=O → 10.4 | -19.2
Results for COc1ccc2oc(=O)cc(C)c2c1 → 2.0 | 4.8

A portion of the library; count on the stated rates, not on these rows.
